A350 fluor: compounds fluorescent in Alexa 350 spectral region; Compound autofluorescence, 340/450 nm, Alexa 350 dye-equivalents; active compounds read high; max dye-equivalent concentration, M; 59,000 tested, 11% active; in the data active means max dye-equivalent concentration above about 10 nM; inconclusive means mostly about 1.1 nM to 9.6 nM
Casp1 inh: caspase-1 (human) inhibition, allosteric or competitive; P29466; Caspase-1 enzyme, Ac-WEHD-AFC fluorogenic rate; Potency, µM (top dose mostly 57.5 µM), for inactives: top-dose activity change, negative = inhibition, hits mostly inhibitors; 75,000 tested, 0.03% active;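 further: potency means the concentration at half of the fitted maximal effect; plate controls were vehicle for no effect and no substrate for full effect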
Casp7 inh: caspase-7 (human) inhibition, allosteric or competitive. recombinant caspase-7, Ac-DEVD-AFC fluorescence rate. AID 889. 75,000 tested, 0.02% active. Potency, µM (top dose mostly 57.5 µM), for inactives: at the highest dose activity change, negative = inhibition, most hits filed as inhibitors; active means well fitted inhibition curve with a large enough effect in the main read-out, with a control signal flat, not every such curve was filed as active; inconclusive means small, poorly fitted or top-dose-only effect, or a change in a side signal; further: potency means the concentration at half of the fitted maximal effect; % of control where 0% means no effect
Texas Red fluor: compound fluoresces in the Texas Red spectral region | max dye-equivalent concentration, M | AID 587 | Compound fluorescence, Texas Red channel, 547/618 nm; active compounds read high | 59,000 tested, 0.06% active; in the data active means max dye-equivalent concentration above about 10 nM; inconclusive means between about 1.1 nM and that limit
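Compound fluorescence was read after 15 min at room temperature in 100 mM Tris, pH 8.0, using 547 nm excitation and 618 nm emission across a concentration series. It was expressed as Texas Red dye-equivalent concentration from an on-plate standard curve.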
Fluorescein autfl: fluorescein region autofluorescence; Compound autofluorescence, 480/540 nm, fluorescein-equivalent; active compounds read high; max fluorescein-equivalent concentration, M; 59,000 tested, 0.91% active; AID 593; in the data active means max fluorescein-equivalent concentration above about 10 nM; inconclusive means between about 1.1 nM and that limit
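Spectral profiling of library compounds in the fluorescein window (480 nm excitation, 540 nm emission) after 15 min at room temperature in pH 8.0 Tris (100 mM). Values are dye-equivalent concentrations.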
4-MU autofl: compounds fluorescent in 4-MU spectral region; 59,000 tested, 11% active; max dye-equivalent concentration, M; compound autofluorescence, 340/450 nm, 4-MU equivalents; active compounds read high; in the data active means max dye-equivalent concentration above about 10 nM; inconclusive means mostly about 1.1 nM to 9.6 nM
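Intrinsic fluorescence at 340/450 nm (ex/em) was read after 15 min at room temperature in pH 8.0, 100 mM Tris. Each compound concentration expressed as 4-MU-equivalent concentration from a six-point 4-MU standard series on each plate.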
BRCT PPI red: BRCT-phosphoprotein interaction inhibition (red fluorophore); P38398; BRCT-phosphopeptide binding, red fluorescence polarization; Potency, µM (titrated, usually from 76.9 µM), for the others: at the highest dose activity change, negative = inhibition, hits mostly inhibitors; 75,000 tested, 0.03% active; further: on the % scale 0 is the no-effect control and ±100 the full control effect
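Fluorescence polarization: 100 nM His-tagged BRCA1 BRCT with 100 nM TAMRA-labelled phospho-BACH1 decapeptide, phosphate buffer pH 7.3 with 150 mM NaCl, DTT, 0.01% Tween 20; 12 min RT. Binding inhibition seen as FP decrease.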
Rhodamine autofl: compound fluoresces in the rhodamine spectral region | Rhodamine-region fluorescence, 547/598 nm, Tris buffer; active compounds read high | max dye-equivalent concentration, M | 59,000 tested, 0.05% active; in the data active means max dye-equivalent concentration above about 11 nM; inconclusive means between about 1.1 nM and that limit
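Compound fluorescence in 100 mM Tris, pH 8.0, read after 15 min at room temperature with 547 nm excitation and 598 nm emission. Output is dye-equivalent concentration from an on-plate rhodamine standard series.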
HEK293 cAMP ctrl: counter-screen for TSHR agonists: cAMP increase in parental HEK293; parental HEK293 CNG cAMP sensor, membrane potential fluorescence; Potency, µM (top dose mostly 57.1 µM), inactives show at the top dose activation, actives largely listed as activators; 73,000 tested, 2.5% active; further: potency means the concentration at half of the fitted maximal effect; % of control where 0% means no effect; nearly all actives have a fitted effect of over 55% in size
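Parental HEK 293 cells stably expressing a modified CNG channel (no TSHR) report cAMP rise as membrane depolarization. Membrane potential dye with 100 uM RO 20-1724 was loaded for 60 min at room temperature, then compound added for 30 min; fluorescence read at 590 nm.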
USP2a inh: inhibitors of human ubiquitin-specific protease USP2a; O75604; USP2a enzymatic assay, qHTS inhibition; Potency, µM (highest dose often 38.3 µM), for inactives: top-dose activity change, negative = inhibition, hits mostly inhibitors; 60,000 tested, 0.1% active; AID 927;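 further: potency means the concentration at half of the fitted maximal effect; nearly all actives have a fitted effect of over 60% in size; plate controls were DMSO for no effect and NEM full inhibition control for full effect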
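20 nM USP2 core + cpd, 30 min RT; add 20 nM Ub-PLA2/20 uM NBD C6-HPC; read Ex460/Em535 at 0 h and 2.5 h. Normalized to NEM; qHTS curve fit/classification.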
BRCT PPI green: inhibitors of human BRCA1 BRCT-phosphoprotein interaction (green fluorophore). P38398. BRCA1 BRCT-phosphopeptide binding, green fluorescence polarization. Potency, µM (titrated, usually from 76.9 µM), without a hit: top-dose activity change, negative = inhibition, usual class: inhibitors. 75,000 tested, 0.05% active;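 further: potency means the concentration at half of the fitted maximal effect; plate controls were peptide without protein for full effect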
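Compounds were incubated for 12 min at room temperature with a complex of 100 nM fluorescein-tagged pBACH1 decapeptide and 250 nM His-tagged BRCT protein. Buffer was phosphate pH 7.3 with EDTA, DTT and Tween 20. Disruption of binding lowers the polarization signal.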
* marks the source's active call; other numbers are inactive results; i = inactive; ? = inconclusive; nt = not tested or not shown; [ ] = remark or other dose. Unless noted, the call rests on the fitted dose curve; in most records, active means well fitted curve in the direction sought with a large enough effect; inconclusive means small, poorly fitted or top-dose-only effect, or another doubt; inactive means no such curve, though single readings can be large; an effect the other way counts as inactive or inconclusive. The list is partial; count on the stated rates, not on these rows.

SMILES	A350 fluor	Casp1 inh	Casp7 inh	Texas Red fluor	Fluorescein autfl	4-MU autofl	BRCT PPI red	Rhodamine autofl	HEK293 cAMP ctrl	USP2a inh	BRCT PPI green
COc1ccc(N2CCN(C(=O)CSc3nnnn3-c3ccc4c(c3)OCCO4)CC2)cc1	i	0.6%	-0.9%	?	i	i	-1.8%	i	24.2%	27.1%	-0.8%
CCN1CCN(Cc2nc3c(c(=O)[nH]c(=O)n3C)n2Cc2ccccc2Cl)CC1	nt	-1.0%	1.0%	nt	nt	nt	-1.3%	nt	10.6%	nt	-0.8%
CSc1nsc(SC)c1C(=O)NCCNS(=O)(=O)c1ccc(C)cc1	i	-1.5%	1.4%	i	?	i	-1.6%	i	8.8%	8.0%	-1.6%
CCOC(=O)N1CCC(NC(=O)CN2C(=O)CSc3nc(C)cc(C)c32)CC1	nt	-3.2%	-1.1%	nt	nt	nt	1.4%	nt	-5.3%	nt	0.9%
Cc1ccccc1N(C)S(=O)(=O)c1ccc2[nH]cc(C(=O)NCC3CCCO3)c(=O)c2c1 (stereo unspecified)	?	-1.5%	-0.7%	i	?	?	-0.4%	i	-0.7%	45.1%[activator]	-7.0%
CC(Sc1nc(N2CCOCC2)nc(N2CCOCC2)n1)C(=O)Nc1ccccc1 (stereo unspecified)	i	-0.2%	0.3%	?	?	i	1.9%	i	12.7%	68.7%[activator]	-1.8%
CCOCCn1c(N2CCN(c3ccc(OC)cc3)CC2)nc2c1c(=O)n(C)c(=O)n2C	i	2.4%	1.0%	i	?	i	0.3%	i	3.9%	3.9%	-2.8%
COc1ccc(Cc2nnc(NC(=O)c3cccs3)s2)cc1	nt	-1.7%	3.1%	nt	nt	nt	-0.9%	nt	13.4%	6.1%	-0.1%
COC(=O)C(Cc1ccc(O)cc1)NC(=O)c1ccccc1OC (stereo unspecified)	nt	-2.7%	-0.6%	nt	nt	nt	0.2%	nt	-4.2%	-0.1%	2.1%
CCOc1ccc(C(O)c2nccn2Cc2ccccc2)cc1 (stereo unspecified)	nt	-3.5%	-1.8%	nt	nt	nt	-0.6%	nt	1.7%	nt	-2.3%
Cc1ccc(CC(=O)Nc2nncs2)cc1	i	-2.7%	0.7%	i	i	i	-0.4%	i	16.1%	nt	-1.9%
CCOC(=O)c1cc(C#N)c(NCc2ccccc2)nc1C	?	-0.2%	1.2%	i	?	i	1.3%	i	6.2%	3.0%	0.4%
O=C(Nc1ccccc1)c1ccc(NCc2ccco2)c(S(=O)(=O)N2CCOCC2)c1	i	-10.4%	-14.8%	?	i	i	-1.9%	i	12.3%	37.9%[activator]	2.3%
O=C(O)CCC(NC(=O)OCc1ccccc1)C(=O)O (stereo unspecified)	2.07e-08M*	-0.1%	-0.2%	i	?	1.56e-08M*	1.2%	i	2.0%	-5.3%	-1.3%
CN1CC2(Cc3c1ccc1ccccc31)C(=O)OC(C)(C)OC2=O	i	-1.0%	0.4%	i	i	i	0.0%	i	-0.2%	9.0%	-4.3%
COc1ccc(NC(=O)CSC2=NC(=O)CC(C)=N2)cc1	i	-0.7%	2.2%	i	i	i	-0.7%	i	5.9%	-5.6%	-3.0%
COc1ccc(OC)c(C(=O)C2COC(=O)C2)c1 (stereo unspecified)	?	-0.4%	0.4%	i	?	?	-0.3%	i	-0.7%	-8.8%	-0.6%
CCc1ccccc1Nc1nc(N)nc(COC(=O)c2cccn2C)n1	i	1.0%	0.2%	?	i	i	0.9%	i	0.0%	13.5%	-0.2%
CCN1CCN(/C=N/c2nc(C)cs2)CC1	?	-2.9%	-1.5%	i	i	i	0.4%	i	6.0%	2.6%	-3.4%
CC(=O)N=c1sc2c3ccccc3ccc2n1C	i	1.2%	-0.3%	i	i	i	-0.5%	i	7.6%	5.7%	-10.6%
O=C1CCCC=C1[C@@H](O)CCOCc1ccccc1	nt	-0.7%[11.5 µM]	2.4%[11.5 µM]	nt	nt	nt	0.6%[15.4 µM]	nt	2.4%[11.4 µM]	nt	0.6%[15.4 µM]
CC12CS(=O)(=O)CC1SC(=S)N2c1ccccn1 (stereo unspecified)	i	1.9%	-3.0%	i	?	i	0.4%	i	-2.5%	-3.2%	-1.6%
CCc1cc2c(NC(C(=O)O)C(C)C)ncnc2s1 (stereo unspecified)	?	2.8%	5.3%	i	?	i	0.8%	i	-2.0%	2.8%	-0.5%
CCOCC(O)CS(=O)(=O)c1ccccn1 (stereo unspecified)	nt	-0.6%	1.3%	nt	nt	nt	1.8%	nt	15.9%[11.4 µM]	-1.7%[7.66 µM]	-2.5%
COCCNC(=O)CSc1nc2cc(OC)c(OC)cc2c(=O)n1Cc1ccc(OC)cc1	i	0.0%	0.3%	i	i	i	1.0%	i	-0.4%	18.1%	1.5%
O=C(O)CCC(=O)NCCn1c(-c2ccccc2)csc1=Nc1ccccc1	i	-2.3%	-3.2%	i	?	i	-0.3%	i	-4.5%	-0.1%	0.1%
Cc1cc(NC(=O)CSc2nc3sc4c(c3c(=O)n2C)CCCC4)no1	i	-4.3%	0.8%	i	i	i	0.1%	i	-9.0%	-1.2%	0.6%
Cn1nnnc1SCC(=O)N(C1CCCCC1)C1CCCCC1	?	-3.7%	-0.7%	?	i	i	1.5%	i	15.1%	nt	-0.9%
Cc1sc2nc(C(C)Sc3nnc(C)n3-c3ccccc3)[nH]c(=O)c2c1C (stereo unspecified)	?	-7.1%	-7.0%	i	?	?	1.7%	i	3.0%	12.3%	2.7%
COc1cc(C)c(C(N)=O)c(OC)n1	i	-1.7%	-1.0%	i	i	i	-0.5%	i	28.0%	-4.3%	-2.4%
C=C(C)CN=c1scc(C)n1/N=C/c1ccco1	?	-3.2%	-5.2%	i	i	?	-1.2%	i	15.3%	3.1%	-1.2%
O=C(c1ccco1)N1CCn2c1nc1ccccc12	?	0.3%	-1.3%	i	i	i	-1.9%	i	10.7%	-6.4%	-0.2%
Nc1nc2nc(Cl)[nH]c2c(=O)[nH]1	nt	0.4%	1.2%	nt	nt	nt	0.3%	nt	nt	18.5%	-1.8%
CCOC(=O)c1cc(-c2ccc(Cl)s2)nc2c1c(C)nn2C	2.38e-07M*	-9.6%	-10.3%	i	?	1.84e-07M*	-1.5%	i	25.6%	4.5%	-0.8%
Cc1ccc(C(=O)NC2CCS(=O)(=O)C2)cc1S(=O)(=O)N1CCCCC1 (stereo unspecified)	i	2.9%	-2.4%	i	i	i	-0.1%	i	4.3%	7.1%	0.6%
CC1CCN(S(=O)(=O)c2cccc(C(=O)N(C)C3CCS(=O)(=O)C3)c2)CC1 (stereo unspecified)	i	-1.8%	0.7%	i	?	i	0.1%	i	3.2%	12.0%	-2.0%
CC(C)C(c1nnnn1Cc1ccc(F)cc1)N1CCSCC1 (stereo unspecified)	i	0.0%	-0.4%	i	i	i	-0.8%	i	?	13.3%	0.1%
Cc1oc(C(C)(C)C)cc1C(=O)NCC(=O)NCC(=O)O	i	0.4%	-2.0%	?	i	i	-1.1%	i	0.2%	-4.5%	-2.4%
Cn1c(=O)cc(SCC(=O)NCCCN2CCOCC2)c2ccc(Cl)cc21	i	-0.5%	1.0%	i	i	i	-2.2%	i	3.8%	-1.3%	-0.9%
COc1cccc(/C(O)=C2/C(=O)C(=O)N(CCN3CCOCC3)C2c2cccs2)c1 (stereo unspecified)	i	-1.1%	-1.3%	i	i	i	0.2%	i	?	6.8%	-1.8%
c1ccc(Oc2nc(Oc3ccccc3)nc(N3CCOCC3)n2)cc1	nt	-3.1%	-2.6%	nt	nt	nt	0.4%	nt	18.5%	3.2%	-1.0%
Nc1nc(-c2cccc([N+](=O)[O-])c2)cc(-c2cc(-c3cccc([N+](=O)[O-])c3)nc(N)n2)n1	i	-1.5%[11.5 µM]	-9.7%[11.5 µM]	i	i	i	2.1%[15.4 µM]	i	-9.0%[11.4 µM]	nt	-0.5%[15.4 µM]
CCOC(=O)Cn1cnc2c(C#N)c3n(c2c1=O)CCCCC3	nt	-1.8%	0.9%	nt	nt	nt	-2.1%	nt	?	12.3%	-1.0%
CCOC(=O)N1CCN(c2c(NCC3CCN(Cc4cccc(C)c4)CC3)c(=O)c2=O)CC1	nt	-2.7%	0.3%	nt	nt	nt	0.4%	nt	-1.4%	nt	-2.5%
O=C(Cc1nc2ccccc2s1)c1ccc(O)cc1O	?	?	-27.0%	i	?	?	-2.7%	i	-37.3%[inhibitor]	-6.6%	4.4%
Cc1cnn(C(=S)NCc2ccc(Cl)cc2)c1	i	-3.3%	-4.8%	i	i	i	1.6%	i	25.6%	-16.4%	-2.0%
COC(=O)C1(Cc2ccccc2)C=C2C(=C(C(C)C)C(=O)C2C)CN1 (stereo unspecified)	nt	-15.8%	-26.8%	nt	nt	nt	-2.1%	nt	?	nt	-2.7%
c1ccc(CN2CCN(c3nc(-c4ccccc4)nc(-n4ccnc4)n3)CC2)cc1	i	-1.0%	-2.4%	i	i	i	0.4%	i	?	-0.5%	0.2%
CCOCCn1c(N2CCN(c3ccc(OC)cc3)CC2)nc2c1c(=O)[nH]c(=O)n2C	i	-2.1%	1.3%	i	?	i	-0.3%	i	-2.4%	-6.0%	-3.8%
